# Screens (PubChem BioAssay)
# SMARCA2 act: SMARCA2 (BRM) function activators, primary screen, cell-based, luminescence, high throughput | AID 652017, 2013 | 370,000 compounds, 1% hits | activation, % at 9.1 µM | MG213 cells, MMTV-luciferase reporter, dexamethasone, overnight; in the data active means activation above about 7.8%;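 further: 0% = vehicle wells and 100% = reference activator wells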
# NR1D1 modulator: modulators of Rev-erb alpha DNA binding, primary screen, biochemical, FITC-DNA, fluorescence polarization, uHTS | 370,000 compounds, 0.79% hits | Nuclear receptor subfamily 1 group D member 1 (Homo sapiens), P20393 | activity, % at 10 µM | Rev-erbα–FITC-DNA binding, 90 min;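 active means activity above about 14%, limit read from the data; passing the limit was not always enough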;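 further: 0% = DMSO wells with 35 nM protein and 100% = DMSO wells with 750 nM protein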
# PLCb3 inh: human PLC-beta3 inhibitors, primary screen, biochemical, fluorescence; 1-phosphatidylinositol 4,5-bisphosphate phosphodiesterase beta-3 (Homo sapiens), Q01970; Purified PLC-beta3, fluorogenic substrate; inhibition, % at 12.2 µM; 370,000 compounds, 0.18% hits; in the data active means inhibition above about 11%;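 further: 0% = median of compound wells on plate and 100% = full blocker control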
# PLCg1 inh: PLC-gamma1 enzyme inhibitors, primary screen, biochemical, fluorescence, purified enzyme | 1-phosphatidylinositol 4,5-bisphosphate phosphodiesterase gamma-1 (Homo sapiens), P19174 | fluorogenic substrate | inhibition, % at 12.2 µM | 370,000 compounds, 0.84% hits; in the data active means inhibition above about 9.5%
# Target sequence (P19174 whole entry, looked up): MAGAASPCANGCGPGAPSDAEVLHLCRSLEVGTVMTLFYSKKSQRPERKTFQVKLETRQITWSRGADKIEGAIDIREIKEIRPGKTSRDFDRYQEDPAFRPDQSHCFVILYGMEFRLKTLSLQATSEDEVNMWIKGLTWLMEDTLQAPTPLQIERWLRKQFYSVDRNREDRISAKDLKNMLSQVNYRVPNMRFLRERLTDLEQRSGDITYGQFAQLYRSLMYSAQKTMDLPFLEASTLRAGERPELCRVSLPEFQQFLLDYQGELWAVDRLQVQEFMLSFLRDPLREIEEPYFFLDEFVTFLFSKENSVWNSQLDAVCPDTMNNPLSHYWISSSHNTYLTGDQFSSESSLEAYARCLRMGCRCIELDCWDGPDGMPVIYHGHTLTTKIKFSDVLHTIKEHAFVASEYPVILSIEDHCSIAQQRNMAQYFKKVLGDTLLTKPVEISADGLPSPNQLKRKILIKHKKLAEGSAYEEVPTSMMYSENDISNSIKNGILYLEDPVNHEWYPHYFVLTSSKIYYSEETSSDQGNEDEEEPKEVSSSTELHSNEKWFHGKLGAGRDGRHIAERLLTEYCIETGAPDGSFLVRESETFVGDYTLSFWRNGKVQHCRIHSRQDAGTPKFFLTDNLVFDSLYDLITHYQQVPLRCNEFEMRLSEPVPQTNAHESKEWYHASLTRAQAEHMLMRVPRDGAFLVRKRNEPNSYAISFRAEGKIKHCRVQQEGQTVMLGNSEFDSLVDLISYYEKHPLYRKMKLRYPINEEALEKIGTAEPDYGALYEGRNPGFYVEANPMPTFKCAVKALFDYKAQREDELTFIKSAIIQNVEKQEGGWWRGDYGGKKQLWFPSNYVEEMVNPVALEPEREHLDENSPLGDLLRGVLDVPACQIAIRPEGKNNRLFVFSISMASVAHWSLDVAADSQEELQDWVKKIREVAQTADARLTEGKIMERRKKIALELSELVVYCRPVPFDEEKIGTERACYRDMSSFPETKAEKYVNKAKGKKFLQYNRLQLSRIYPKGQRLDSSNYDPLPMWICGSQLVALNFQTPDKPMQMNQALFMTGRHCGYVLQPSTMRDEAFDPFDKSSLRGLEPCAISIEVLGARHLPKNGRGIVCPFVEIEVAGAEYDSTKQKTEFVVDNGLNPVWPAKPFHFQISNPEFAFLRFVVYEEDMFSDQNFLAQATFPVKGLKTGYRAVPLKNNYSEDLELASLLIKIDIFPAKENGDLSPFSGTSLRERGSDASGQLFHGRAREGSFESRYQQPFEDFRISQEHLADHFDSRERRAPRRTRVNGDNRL
# ssDAF12 agonist: S. stercoralis DAF-12 nuclear receptor activators, primary screen, cell-based, luminescence, HEK293, GRIP1 co-expression, lit1-tk-luc; Nuclear hormone receptor DAF-12 (Strongyloides stercoralis); HEK293 ssDAF-12/GRIP1 lit1-tk-luc reporter; % of 3 µM dafachronic acid response; activation, % at 6.8 µM; 370,000 compounds, 1% hits;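 active means activation above the mean over all tested compounds plus 3 SD, cut at about 0.9% in these data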;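 further: 0% = DMSO-only wells and 100% = 3 µM delta7-dafachronic acid wells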
# DAX1 inh-1: DAX1 (NR0B1) inhibitors on StAR promoter, primary screen, cell-based, luminescence, SF-1 (NR5A1), full-length DAX-1; inhibition, % at 6.8 µM; HEK293T StAR-luciferase reporter, SF-1/DAX-1 repression relief; AID 652010, 2013; 370,000 compounds, 1.1% hits;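 active means inhibition above the mean over all tested compounds plus 3 SD, cut at about 3.6% in these data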;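 further: 0% = DAX-1 cells with DMSO and 100% = cells lacking DAX-1 with DMSO; higher inhibition means more luminescence from relief of DAX-1 repression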
# ADAM17 inh: ADAM17 inhibitors, primary screen, biochemical, QFRET; Disintegrin and metalloproteinase domain-containing protein 17 (Homo sapiens), P78536; recombinant ADAM17, EDANS/DABCYL FRET peptide cleavage; inhibition, % at 6.95 µM; 370,000 compounds, 0.83% hits; AID 720648, 2013;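 active means inhibition above the mean of compounds lying between control limits plus 3 SD, set per campaign, cut at about 8.5% in these data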;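 further: 0% = DMSO-only wells as the low control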
# MBD2 DNA inh: inhibitors of MBD2 binding to methylated DNA, primary screen, biochemical, TR-FRET, DNA-binding domain, human; 370,000 compounds, 0.31% hits; MBD2 binding to methylated oligonucleotide; Methyl-CpG-binding domain protein 2 (Homo sapiens), Q9UBB5; inhibition, % at 4.4 µM; AID 686964, 2013; in the data active means inhibition above about 13%
# hcDAF-12 act: H. contortus DAF-12 nuclear receptor activators, primary screen, cell-based, luminescence, HEK293, lit1-tk-luc reporter | activation, % at 6.8 µM | 370,000 compounds, 1.4% hits | HEK293 hcDAF-12 lit1-tk-luc reporter; 0% DMSO, 100% Δ7-dafachronic acid;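 active means activation above the mean of all tested compounds plus 3 SD, cut at about 5.5% in these data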;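 further: 100% = response to 3 µM Δ7-dafachronic acid high control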
# hgDAF-12 ag: H. glycines DAF-12 receptor agonists, primary screen, cell-based, luminescence, HEK293, GAL4 fusion, UAS-luciferase | AID 687014, 2013 | Nuclear hormone receptor DAF-12 (Heterodera glycines), GAL4 fusion | 370,000 compounds, 1.8% hits | HEK293 GAL4-hgDAF12 UAS-luciferase reporter, agonist luminescence; normalized to butyrate control | activation, % at 6.8 µM;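 active means activation above a cutoff set at the mean of all screened compounds plus 3 SD, cut at about 10% in these data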;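 further: 0% = DMSO wells and 100% = sodium butyrate wells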
# DAX1 inh-2: DAX1 (NR0B1) inhibitors, primary screen, cell-based, HEK293, Gal4-DAX1, luciferase luminescence; Nuclear receptor subfamily 0 group B member 1 (Homo sapiens), P51843; AID 504766, 2011; 340,000 compounds, 0.99% hits; inhibition, % at 6.75 µM; HEK293 Gal4-DAX1 luciferase reporter;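 active means inhibition above the mean over all tested compounds plus 3 SD, cut at about 4.2% in these data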;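 further: 0% = DAX1-transfected cells with DMSO and 100% = empty-vector control cells with DMSO; inhibition shows as a rise in luminescence from relieved DAX1 repression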
# The depositor's hits bear a star; i = inactive; nt = not tested or not shown.
# Every second line gives: SMARCA2 act	NR1D1 modulator	PLCb3 inh	PLCg1 inh	ssDAF12 agonist	DAX1 inh-1	ADAM17 inh	MBD2 DNA inh	hcDAF-12 act	hgDAF-12 ag	DAX1 inh-2
> O=C(Nc1ccc(Oc2ccccc2)cc1)c1ccc2sc([C@H]3C[C@H](O)[C@@H](CO)O3)nc2c1
    -5	4	-5	2	-2.0	-6.2	3	0	-4.0	-12	nt
> COC(=O)CCN(C(=O)c1ccc(C)c([N+](=O)[O-])c1)c1ccccn1
    -2	-2	3	-1	-1.8	-0.1	-2	-5	-1.1	2.0	0.4
> Cc1cc(NS(=O)(=O)c2ccc(NC(=O)CSc3nnc(SCc4ccc(Cl)cc4)s3)cc2)nc(C)n1
    -8	-5	-5	0	-2.0	-0.4	-1	7	-2.5	-1.7	nt
> O=C(Nc1ccccc1)N1CCn2c(nc3ccccc32)C1
    -1	1	-3	-2	-1.6	-1.2	-2	-5	0.5	3.2	-0.8
> Cc1ccc2occ(/C=N/NC(N)=S)c(=O)c2c1
    2	3	-4	-4	-0.4	0.5	-1	-5	5.1	2.4	1.6
> CCOCCOC(=O)C1=C(C)N(C)C(=O)NC1c1cc(Cl)c(O)c(OCC)c1 (stereo not drawn)
    2	-2	-12	-9	-1.5	0.8	-2	4	-1.1	-3.1	-1.5
> Cn1nnnc1SCC(=O)Nc1ccc(Oc2ccccc2)cc1
    3	6	2	0	-0.2	-0.2	-2	-2	-0.7	0.2	-0.9
> Nc1nc(-c2ccc3c(c2)OCCO3)cs1
    5	2	-2	-1	-0.7	1.6	-5	8	3.6	5.6	1.9
> CN1CCCCC1=NCCCn1cnc2c1c(=O)n(C)c(=O)n2C
    -1	3	-2	0	-1.2	-0.9	-5	-5	-1.6	3.5	0.3
> COc1ccc(S(=O)(=O)NCCCCCC(=O)O)cc1C(=O)O
    -2	3	-6	-1	-0.9	-0.3	-3	3	0.1	2.4	1.5
> COc1cccc(NC(=O)CN(C)C(=O)c2ccc(S(=O)(=O)Nc3ccccc3C)cc2)c1
    -2	5	-4	0	-1.9	-2.2	-1	-2	-1.7	-1.4	-0.3
> O=C(Cc1ccc(S(=O)(=O)N2CCOCC2)s1)N1CCN(S(=O)(=O)c2cccc(F)c2)CC1
    0	1	-6	0	-1.3	0.4	-2	0	-2.5	-0.9	-0.6
> CCOC(=O)c1c(-c2ccc(OC)cc2)oc2ccc(OCC(N)=O)cc12
    -3	5	-457	-324	-1.0	0.0	-408	5	-2.2	-2.2	-1.8
> CC(Sc1nnc(-c2ccco2)n1-c1ccccc1)C(=O)NCC1CCCO1 (stereo not drawn)
    -1	5	-7	-3	-1.4	0.6	-7	3	0.0	1.1	-0.4
> C#CCn1cnc2c(cnn2-c2ccc(C)c(C)c2)c1=O
    4	-2	-2	-4	-0.4	0.7	-2	-2	3.0	5.9	1.0
> Cc1cc(=O)[nH]c(SCc2ccccc2)n1
    0	-1	-6	-2	-1.5	-0.4	-4	7	1.0	-1.8	0.0
> COc1cc(NC(=S)NCCN2CCOCC2)cc(OC)c1
    -1	-3	-3	-1	-0.6	-0.3	-3	0	-0.2	0.2	-0.1
> CC(OC(=O)c1cc(=O)c2cc(Cl)ccc2o1)C(=O)N1CCCC1 (stereo not drawn)
    -1	-6	0	2	-0.8	-1.5	3	6	-1.5	2.8	1.9
> O=C(c1cc(Cl)cc(Cl)c1)N1CC[C@H]2[C@H](CCCN2Cc2ccccc2)C1
    -1	3	0	0	-1.6	-0.8	-3	-1	-0.3	1.0	nt
> O=C(CCCN1C(=O)c2cccnc2C1=O)N1CC(=O)N(CCc2ccccc2)C(=O)C1
    -3	-3	-1	-2	-0.2	0.3	-4	2	-0.5	3.4	1.6
> CN1C[C@@H]2C(c3ccc(Cl)nc3)C3(c4cccnc4)CC2(C3)[C@H]1c1ccccc1 (stereo partly drawn)
    1	7	2	0	-1.4	-0.4	-5	-4	-1.1	1.6	0.0
> CCc1ccc(NS(=O)(=O)c2ccc3[nH]c(=O)[nH]c3c2)cc1
    1	0	-3	6	-1.2	-0.5	1	1	0.4	0.2	-0.7
> C=CCn1c(-c2ccc(N)cc2)nc2ccccc21
    4	-3	-24	-17	0.3	1.8	-69	-3	0.1	7.2	3.9
> Cc1cc(N2CCOCC2)nc2cc(O)ccc12
    3	0	i	i	-0.8	2.5	-368	2	2.8	9.8	1.1
> Cc1c(Cl)cccc1NC(=O)Cn1cccc1
    2	4	-1	-1	-1.9	-0.3	-6	-1	0.0	1.1	0.7
> Cc1ccsc1/C=N/NC(=O)CNC(=O)c1cccc([N+](=O)[O-])c1C
    1	3	-5	1	-1.6	0.2	0	4	-0.1	-1.6	-0.3
> CC(C)CCNCC(O)CON=C1c2ccccc2-c2ccccc21 (stereo not drawn)
    2	2	-9	-6	-0.9	0.2	-3	-2	0.0	2.4	-1.6
> O=C(NCC1CCCO1)c1cccc(C(=O)NCC2CCCO2)c1 (stereo not drawn)
    2	9	-5	0	-0.5	-0.1	-3	-1	-0.5	0.7	-0.5
> CC(C)CNC(=O)CSc1nc2nn(-c3ccccc3)c(=O)c-2c2n1CCCCC2
    -1	-2	-8	1	-0.9	-0.6	-6	-2	-0.8	1.3	0.5
> Cc1cc2c(c(SCC(=O)NCCc3ccccc3)n1)C(=O)OC2
    -2	-1	5	3	-0.7	-0.2	-4	-2	-0.3	0.1	4.1
> C=CCC1NS(=O)(=O)OC(COC)C1C (stereo not drawn)
    1	-4	0	-2	-1.2	-0.4	-4	0	1.1	-0.4	0.0
> COc1cc(C(CC(=O)Nc2ccc(Cl)cn2)N2Cc3ccccc3C2=O)cc(OC)c1OC (stereo not drawn)
    -1	-3	4	3	-1.2	0.4	0	-1	-0.7	-1.7	-0.1
> O=C(O)c1ccccc1C(=O)c1ccc2c(c1)CCC2
    -3	-1	-7	-1	-1.5	0.0	-7	0	6.9*	0.4	-0.7
> Cc1ccc(NC(=O)CN(C)C(=O)CSc2nncn2C)cc1
    2	1	-4	1	-1.1	0.5	-3	-1	-1.2	3.5	0.2
> CC(=O)OCC(=O)NCC(=O)c1c[nH]c2ccccc12
    -1	6	1	-1	-0.2	0.1	-5	2	3.0	1.2	2.5
> CCN(CC(=O)Nc1c(F)cccc1F)C(=O)c1c(-c2ccccc2Cl)noc1C
    -7	-3	1	5	-1.5	-0.6	3	-1	-1.0	-3.9	0.7
> CC(=O)NC(Cc1ccc(F)c(F)c1)C(=O)NC1CCN(c2nnnn2-c2ccccc2)CC1 (stereo not drawn)
    -2	-6	0	0	-1.8	-0.9	-2	4	-0.6	3.5	0.8
> C=CC(O)(C#CCN(CC)CC)c1ccccc1 (stereo not drawn)
    -4	4	0	1	-0.9	0.7	-5	-4	-1.7	2.4	0.5
> Cc1c(N(C(=O)Cc2cccs2)C2(C(=O)NC3CCCC3)CCCCC2)c(=O)n(-c2ccccc2)n1C
    1	1	-2	1	-1.5	-0.2	-1	2	-1.7	0.6	-0.7
> Oc1ccc(C2C(c3ccccc3)=NN=C(c3ccc(Cl)cc3)N2O)c(O)c1 (stereo not drawn)
    1	2	-1	2	-1.0	0.4	3	-3	3.5	3.4	0.2
> C=CCN(Cc1ccc(OC)cc1OC)C(C#Cc1ccccc1)c1ccccc1 (stereo not drawn)
    nt	4	-4	-2	-1.2	nt	-6	2	0.1	-2.7	nt
> O=C(Nc1ccc(O)c(-c2nc3ccccc3o2)c1)C1(c2ccc(Br)cc2)CCCC1
    2	4	-7	-7	-0.3	-0.2	0	-1	0.1	-0.2	-0.3
> CNC(=O)CCn1nc(-c2ccccc2)c2ccccc2c1=O
    1	-4	3	0	-1.1	0.0	-4	-4	-0.4	1.0	-0.5
> CCCCNC(=O)C1(C(C)=O)CC(C(=O)OCC)=NO1 (stereo not drawn)
    -3	1	3	-3	-1.1	0.0	0	4	-1.5	2.3	nt
> CCOc1ccccc1NC(=O)C1CCN(C(=O)C2CC(=O)N(c3ccc(C)cc3)C2)CC1 (stereo not drawn)
    2	0	-5	2	-1.4	0.5	0	0	-2.5	-1.1	-0.6
> CCCCSC1=C(C#N)C(c2ccccc2C)CC(=O)N1 (stereo not drawn)
    -4	1	4	3	-1.1	-0.6	4	-1	-2.2	-2.2	0.3
> CC(=O)Nc1ccc(C(=O)c2ccccc2)cc1
    2	3	2	1	-1.2	0.2	1	1	-1.4	2.3	-0.2
> O=C(Nc1c2c(nn1-c1ccc(F)cc1)CS(=O)(=O)C2)c1ccc(S(=O)(=O)N2CCOCC2)cc1
    -4	-4	-1	5	-1.7	0.0	0	3	0.4	0.4	1.1
> COc1ccc(C(CNC(=O)C(CCSC)NC(=O)c2ccccc2Cl)N2CCCC2)cc1 (stereo not drawn)
    0	-6	-9	2	-0.7	2.1	-5	3	-1.6	-0.2	0.6
> O=C(O)CC(c1ccccc1F)N1Cc2ccccc2C1=O (stereo not drawn)
    2	4	-4	2	-1.3	0.2	2	1	4.5	2.1	-0.7
> COc1ccccc1C(=O)OCCN1CCOCC1
    3	5	6	3	-0.6	0.2	-2	-4	-0.4	-2.4	-1.5
> O=C1Nc2cc(C(=O)N3CCOCC3)ccc2SC1N1CCOCC1 (stereo not drawn)
    -6	2	-2	-4	-0.9	0.1	-6	4	-0.3	-0.9	-0.3
> COc1ccc(OCC(=O)NNC(=O)c2cc3ccccc3o2)cc1
    2	3	4	2	0.1	0.5	3	-6	1.0	-2.3	0.3
> O=C(NNC1=NCCCCC1)c1ccccc1
    0	3	1	1	-1.6	0.3	-4	6	0.3	4.3	1.3
> Fc1cccc(CN2CCN(c3nc4nonc4nc3NC3CC3)CC2)c1
    -4	-6	0	-2	-1.6	-0.9	-6	-4	-0.4	-2.2	-1.6
> CCN1C(=O)N[C@@H](CCc2ccccc2)C(C(C)=O)=C1C
    -1	-3	4	1	-1.3	-0.1	-1	2	-0.1	-1.6	0.2
